Compound activity as filed in PubChem.
DT40 TDP1 CPT – DT40-hTDP1 cell growth loss with CPT. chicken DT40 Tdp1-/-;hTDP1 cells + 20 nM CPT, ATP luminescence, 48 h. Potency, µM (doses to about 46.2 µM), without a hit: at the highest dose activity change, negative = growth inhibition, usual class: inhibitors. actives 12% (n = 420,000); also: nearly all actives have a fitted effect of over 55% in size
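Cell growth measured by CellTiter-Glo luminescence after a minimum 48 h, 37 C compound exposure with 20 nM CPT in Tdp1-knockout DT40 cells stably expressing hTDP1, seeded 400/well; qHTS titration format.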
TDP1 block – TDP1 (human) enzyme inhibition; Q9NUW8; recombinant TDP1, AlphaScreen DNA substrate cleavage; Potency, µM (top dose mostly 130 µM), for inactives: at the highest dose activity change, negative = inhibition, hits mostly inhibitors; actives 0.28% (n = 350,000); also: nearly all actives have a fitted effect of over 40% in size
Target sequence (Q9NUW8 whole entry, looked up): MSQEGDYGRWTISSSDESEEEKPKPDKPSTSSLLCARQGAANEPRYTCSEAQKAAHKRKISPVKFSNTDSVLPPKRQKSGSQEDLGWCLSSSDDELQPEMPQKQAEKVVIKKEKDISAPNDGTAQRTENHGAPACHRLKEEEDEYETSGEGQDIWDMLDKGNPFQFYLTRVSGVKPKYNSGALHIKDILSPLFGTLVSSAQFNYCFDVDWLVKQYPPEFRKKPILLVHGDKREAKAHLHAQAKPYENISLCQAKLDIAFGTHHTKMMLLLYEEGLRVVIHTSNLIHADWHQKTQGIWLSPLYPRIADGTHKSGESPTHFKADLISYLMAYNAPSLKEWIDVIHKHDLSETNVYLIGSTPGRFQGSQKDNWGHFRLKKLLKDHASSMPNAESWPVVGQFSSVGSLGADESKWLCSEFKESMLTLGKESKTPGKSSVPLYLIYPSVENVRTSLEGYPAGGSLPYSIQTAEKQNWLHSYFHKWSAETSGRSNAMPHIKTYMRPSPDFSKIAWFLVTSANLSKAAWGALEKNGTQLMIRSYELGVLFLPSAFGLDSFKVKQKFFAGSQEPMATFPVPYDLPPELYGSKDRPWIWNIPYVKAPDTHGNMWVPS
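Signal: AlphaScreen proximity between streptavidin donor and anti-FITC acceptor beads on intact substrate. Reaction: Tdp1 1 nM, substrate 15 nM final, 5 min RT after 15 min compound preincubation.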
DT40 TDP1 no CPT – qHTS for Inhibitors of human tyrosyl-DNA phosphodiesterase 1 (TDP1): qHTS in cells in absence of CPT | actives 15% (n = 420,000) | Potency, µM (titrated, usually from 46.2 µM), without a hit: top-dose activity change, negative = growth inhibition, usual class: inhibitors | DT40 Tdp1-/- hTDP1 cells, no CPT, ATP luminescence, 48 h; also: nearly all actives have a fitted effect of over 55% in size
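Chicken DT40 Tdp1-/- cells complemented with human TDP1, screened without camptothecin (DMSO vehicle only), 400 cells/well. Compounds pin-transferred, cells incubated at 37 °C for at least 48 hr. Growth read as ATP-dependent luminescence (CellTiter-Glo, 30 min at RT).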
Starred values were filed as active, the others as inactive; ? = inconclusive; . = not tested or not shown; & = joins results of further samples; [ ] = remark or other dose. Calls follow the shape of the dose curve; as a rule, active = well fitted curve in the direction sought with a large enough effect; inconclusive = small, poorly fitted or top-dose-only effect, or another doubt; inactive = no such curve, though single readings can be large; an effect the other way counts as inactive or inconclusive. % is scaled to controls: 0 for no effect and ±100 for the full control effect; potency is read from the fitted curve at half-maximal effect.

SMILES	DT40 TDP1 CPT	TDP1 block	DT40 TDP1 no CPT
COc1cc2c(=O)n(Cc3ccco3)c(=O)n(CC(=O)Nc3ccc(F)cc3)c2cc1OC	?	4%[12.3 µM]	?
CCCc1c(O)nc(SCC(=O)NCc2ccco2)[nH]c1=O	-27%	-2%	16%
COc1ccc(CCNC(=O)COC(=O)c2ccc(F)c(S(=O)(=O)N3CCOCC3)c2)cc1	-3%	1%	14%
COCCOC(=O)C1=C(C)NC(=O)NC1c1c(Cl)nc2ccccn2c1=O (stereo not drawn)	-6%	6%	-10%
CC(C)c1ccc(/C=C/C(=O)N2CCc3ccccc3C2)cc1	-24%	-3%	?
CCCCOC(=O)c1cc(-c2ccc(/C=N/n3cnnc3)o2)ccc1Cl	2%	.	-25%
O=C(N/N=C/c1ccccn1)c1cccc(S(=O)(=O)Nc2ccccc2Cl)c1	16µM*	7%	16µM*
COCCN1CCN(C(=O)c2cc(COc3ccc(F)c(F)c3)on2)CC1	-5%	-2%	-15%
COC(=O)C1=C(C)NC(C)=C(C(=O)OCCSc2ccccc2)[C@@H]1C	?	?	?
Cc1nn(-c2ccccc2)c(C)c1/C=N/NC(=O)c1cc(-c2cccc3ccccc23)n[nH]1	?	6%	16µM*
O=C(CSc1ncn[nH]1)N1CCCCC1	13%	1%	11%
CC1(C(=O)NCc2ccc3c(c2)OCO3)CCN1Cc1csc2ccccc12 (stereo not drawn)	?	.	?
Cc1ncc2c(c1CNC(=O)c1ccc3c(c1)OCO3)CCN(C(=O)c1scc3c1CCCC3)C2	7%[9.04 µM]	.	-13%
O=C(O)c1cc(S(=O)(=O)N2CCN(S(=O)(=O)c3ccccc3)CC2)ccc1Cl	-11%	.	20%
COc1ccc(N/C(=N/c2nc(C)cc(C)n2)NC(=O)c2ccccc2)cc1	-27%	.	?
Cc1cc(=O)oc2cc(O)cc(OCc3ccccc3)c12	?	.	16µM*
CC(C)COc1cccc(-c2cc(C(=O)Nc3ccon3)c3ccccc3n2)c1	16µM*	4%	10µM*
CCc1n(CC(O)COCC2CC=CCC2)c2ccccc2[n+]1C (stereo not drawn)	?	0%	?
COc1cccc(NC(=O)Nc2ccc3nc(N4CCN(C)CC4)cc(C)c3c2)c1	?	-1%	15µM*
N=C(N)CCCOc1ccccc1-c1ccccc1	?	8%	?
CC(C)CCCN1C(Nc2ccccc2)=NC[C@@H]1Cc1ccccc1	?	.	16µM*
CCOc1ccc(S(=O)(=O)N(CC(=O)N/N=C/c2cccs2)c2ccc(C)cc2)cc1	-22%	1%	?
CCOC(=O)Cn1nnnc1C	2%	0%	-10%
CNS(=O)(=O)c1cccc(C(=O)OCC(=O)N2c3ccccc3NC(=O)C2(C)C)c1	-1%	32µM*	-13%
CCOCCCNC1=C(Cl)C(=O)c2ccccc2C1=O	5.8µM*	11%	6.5µM*

Some entries already given, reduced to DT40 TDP1 CPT and DT40 TDP1 no CPT:
smiles | DT40 TDP1 CPT | DT40 TDP1 no CPT
Cc1nn(-c2ccccc2)c(C)c1/C=N/NC(=O)c1cc(-c2cccc3ccccc23)n[nH]1 | ? | 16µM*
COCCOC(=O)C1=C(C)NC(=O)NC1c1c(Cl)nc2ccccn2c1=O (stereo not drawn) | -6% | -10%
O=C(N/N=C/c1ccccn1)c1cccc(S(=O)(=O)Nc2ccccc2Cl)c1 | 16µM* | 16µM*

Two of the compounds above, with two lines to a compound:
Values run as follows: DT40 TDP1 CPT | TDP1 block | DT40 TDP1 no CPT
> CCCc1c(O)nc(SCC(=O)NCc2ccco2)[nH]c1=O
  -27% | -2% | 16%
> COc1ccc(CCNC(=O)COC(=O)c2ccc(F)c(S(=O)(=O)N3CCOCC3)c2)cc1
  -3% | 1% | 14%

Next section
SMILES	DT40 TDP1 CPT	TDP1 block	DT40 TDP1 no CPT
COc1ccc(NC2CCCN(C(=O)c3ccc(C(C)=O)cc3)C2)cc1 (stereo not drawn)	0%	5%	7%
CCCCN(C)CCCNC(=O)c1cn(CC)c2ccc(S(=O)(=O)N3CCc4ccccc4C3)cc2c1=O	21µM*	5%&-9%	23µM*
CC(=O)c1cccc(NC(=O)C(C)OC(=O)C2CCC2)c1 (stereo not drawn)	4%	-2%	14%
O=C(Nc1ccccc1Cl)N1C2CCC1CC(O)(c1cccnc1)C2 (stereo not drawn)	-9%	2%	24%
COc1ccc(C2Nc3ccccc3C(=O)N2Cc2ccco2)cc1 (stereo not drawn)	?	4%&5%	13µM*
CC(C)CN(C(=O)COC(=O)CCSc1ccc(F)cc1)c1c(N)n(Cc2ccccc2)c(=O)[nH]c1=O	21%	-13%[0.505 µM]	?
Cc1nc(SCc2cc(=O)c3cccc(F)c3[nH]2)n[nH]1	-23%	-5%	-21%
CCCCOC(=O)CSC1=C(C#N)C(c2ccc3c(c2)OCO3)CC(=O)N1 (stereo not drawn)	-4%	12%	-15%
COc1ccc(C2C(=O)N(C3CCCCC3)CC(=O)N2CCC2=CCCCC2)cc1 (stereo not drawn)	?	5%	16µM*
O=c1cccc(-c2cccc3ccccc23)o1	-6%	.	?
Cc1cc2ccccc2c(=O)n1CC(=O)NCC(=O)N(C)Cc1ccccc1	?	4%	4%
O=C(Nc1c(C(=O)N2CCOCC2)cnn1-c1ccccc1)c1ccc([N+](=O)[O-])cc1	-14%	5%[56.1 µM]	?
O=C(COC(=O)c1nc(Cl)ccc1Cl)c1ccccc1Cl	-5%	.	-16%
O=C(Nc1cccc(Cl)c1)c1ccc(NC2=NC3CS(=O)(=O)CC3S2)cc1 (stereo not drawn)	7%	.	1%
N#Cc1nc(-c2ccc(OCc3ccccc3)cc2)oc1NCc1ccco1	-27%	8%	-27%
CCOC(=O)C1=C(C)NC2=C(C(=O)CC(C)(C)C2)C1c1ccc(O)c(OCC)c1 (stereo not drawn)	-3%	.	23%
O=C(Cn1nc(C(=O)O)c2ccccc2c1=O)NC12CC3CC(CC(C3)C1)C2	1%	3%	-28%
COc1ccc2c(c1)C(C)=CC(C)(C)N2C(=O)CNCc1ccc2c(c1)OCO2	21µM*	-4%	21µM*
COc1cc(SC)ccc1C(=O)N1CCCc2ccccc21	?	.	?
COc1ccccc1C(=O)Nc1nnc(S(=O)(=O)N(C)Cc2ccccc2)s1	-29%	2%	-15%
O=C(CN1C(=O)CCc2cc(Br)ccc21)Nc1ccc(OC(F)(F)F)cc1	?	7%	-4%
COC(=O)Cn1c(=NC(=O)c2cc(-c3cccs3)nc3ccccc23)sc2cc(S(N)(=O)=O)ccc21	?	-1%	9.2µM*
CN(C)CCOc1ccc2ccccc2c1	-10%	-8%	-17%
COc1ccc(C(=O)OCC(=O)N2CC(=O)Nc3ccccc32)cc1Br	-9%	-13%	-14%
COc1nc2c(c(-c3cc(Br)cs3)c1C#N)Cc1ccccc1-2	?	-4%	26µM*

As entered above.
COc1ccc(C2Nc3ccccc3C(=O)N2Cc2ccco2)cc1 (stereo not drawn) – TDP1 block = 4%&5%
CC(=O)c1cccc(NC(=O)C(C)OC(=O)C2CCC2)c1 (stereo not drawn) – TDP1 block = -2%

Given with bars between the fields: part of the list above
mol | DT40 TDP1 CPT | TDP1 block | DT40 TDP1 no CPT
O=C(Nc1ccccc1Cl)N1C2CCC1CC(O)(c1cccnc1)C2 (stereo not drawn) | -9% | 2% | 24%
COc1ccc(C2Nc3ccccc3C(=O)N2Cc2ccco2)cc1 (stereo not drawn) | ? | 4%&5% | 13µM*
CC(C)CN(C(=O)COC(=O)CCSc1ccc(F)cc1)c1c(N)n(Cc2ccccc2)c(=O)[nH]c1=O | 21% | -13%[0.505 µM] | ?
Cc1nc(SCc2cc(=O)c3cccc(F)c3[nH]2)n[nH]1 | -23% | -5% | -21%

New compounds follow
SMILES	DT40 TDP1 CPT	TDP1 block	DT40 TDP1 no CPT
CC(C)NC(=O)c1cc(C2CCCCN2C(=O)c2ccc(C(C)C)cc2)on1 (stereo not drawn)	?	.	?
CC(c1ccccc1)C1CC(=O)N(c2ccccc2)C1=O (stereo not drawn)	1%	.	3%
COc1ccccc1CNC(=O)Nc1cccs1	?	7%	?
Cc1ccc2c(c1)Oc1ccc([N+](=O)[O-])cc1C(=O)N2	17%	2%	26%
Cc1cc(-c2ccccc2)n2nc(-c3ccc(Cl)cc3)cc2n1	-26%	-6%	-1%
CCOc1ccccc1OCC(O)CNC (stereo not drawn)	-5%	2%	-14%
COCc1[nH]nc2c1C(c1ccccc1Cl)C(C#N)=C(N)O2 (stereo not drawn)	-8%	8%	-22%
CC(=O)Nc1c(C#N)c(-c2ccccc2)c(C#N)c(=O)n1-c1ccc(C)cc1	-3%	.	2%
O=C(CN1CCN(c2ccc(O)cc2)CC1)Nc1ccc(S(=O)(=O)N2CCCC2)cc1	0%	2%	-25%
O=C(NN1CCOCC1)c1cc(-c2cccs2)nc2ccccc12	-17%	3%	?
CCOc1ccc(OCc2ccc(C(=O)OCc3ccccn3)o2)cc1	-2%	4%	-13%
Cc1ccc(CNC(=O)c2cccnc2Sc2cccc(Cl)c2)cc1	-1%	-4%	-6%
COC(=O)c1nc(NC(=O)c2ccccc2)n[nH]1	?	-2%	-13%
Cc1ccccc1Sc1ccc([N+](=O)[O-])cn1	-7%	.	-22%
CC(C)c1ccc(/C=C/C(=O)Nc2nc3ccc([N+](=O)[O-])cc3s2)cc1	-1%	4%	-19%
COc1ccc(CN(Cc2ccccc2)C(=O)c2ccncc2)cc1COc1ccc(NC(C)=O)cc1	?	-2%	11µM*
O=C1C2CC=CCC2C(=O)N1Cc1ccccc1Cl (stereo not drawn)	3%	1%	?
CC(=O)Nc1nc2n(n1)C(c1ccc(Cl)cc1)C=C(C)N2 (stereo not drawn)	3%	0%	-10%
CC(=O)Nc1c(C)cc(S(C)(=O)=O)cc1C	8%	3%	-25%
CCOC(=O)c1[nH]c(C)c(CCC(=O)NCc2cccc(Cl)c2)c1C	?	11%	?
CCOc1ccccc1-c1cc(-c2ccc(OC)cc2)nc2c1c(=O)n(C)c(=O)n2C	-13%	5%	?
CCCc1cc(=O)[nH]c(NCc2ccc(Cl)cc2)n1	-18%	-1%	?
CC(=O)Nc1ccc(NC(=O)C/C(C)=N/NC(N)=S)cc1	-4%	5%	-11%
CCN(CC)c1ccc(NC(=O)C2CCCN(S(=O)(=O)c3cccnc3)C2)c(C)c1 (stereo not drawn)	15µM*	-3%	10µM*
O=c1[nH]c(=O)c2cn[nH]c2[nH]1	-11%	.	-10%

Further records.
SMILES	DT40 TDP1 CPT	TDP1 block	DT40 TDP1 no CPT
O=C(O)c1ccc(NC(=O)c2cccc(C(=O)Nc3ccc(C(=O)O)cc3)n2)cc1	?	.	?
COc1ccccc1OCCNC(=O)c1cc(SC)ccc1Cl	-24%	3%	?
Clc1ccc2c(c1)CNc1c(ncnc1N1CCOCC1)O2	?	6%	?
COc1ccc(-n2nc(C(=O)O)cc2-c2ccccc2)cc1	-1%	.	14%
Fc1ccc(CN2CCSCC2)cc1Br	-9%	-4%	0%
COc1ccc(C2=NOC(C(=O)Nc3ccc(C(C)=O)cc3)C2)cc1OC (stereo not drawn)	-10%	2%	-9%
O=C(OCc1ccccc1)c1cccnc1Cl	2%	-1%	-17%
Cc1ccc(C2C(C(=O)O)c3ccccc3C(=O)N2C)o1 (stereo not drawn)	-9%	5%	8%
COc1cc2oc(=O)cc(-c3ccc(-c4ccc(CO)cc4)cc3)c2c(OC)c1OC	21µM*	0%[56.1 µM]	18µM*
Clc1ccc(CNCCC2=CCCCC2)cc1	-18%	0%	-21%
OC(CN1CCN(Cc2ccccc2)CC1)c1ccccc1 (stereo not drawn)	8%	0%	-16%
COc1ccc(Nc2nc(N3CCN(S(=O)(=O)N(C)C)CC3)nc3ccccc23)cc1	12µM*	.	8.2µM*
c1ccc(OCCn2cnc3ccccc32)cc1	?	0%	?
Cc1ccc(C(=O)N2CCN(Cc3ccccc3)CC2)cc1S(=O)(=O)N1CCOCC1	0%	-5%	-11%
Cc1nn(C)cc1-c1cc(C(=O)O)c2ccccc2n1	28%	-6%	2%
Cc1cc(C)c2c(N)c(S(=O)c3ccc(C(C)(C)C)cc3)sc2n1 (stereo not drawn)	?	3%	?
Nc1nnc(COc2ccc(Br)cc2Br)s1	-4%	0%	-2%
COc1cccc(C2C(C(=O)c3cccs3)=C(O)C(=O)N2CCN(C)C)c1OC (stereo not drawn)	-10%	2%	-13%
CCOc1cc(/C=N/NC(=O)CSc2nncn2C)ccc1OCc1ccccc1	-29%	6%	?
CC(C)C(=O)Nc1ccc(C(=O)NNC(=O)c2cccs2)cc1	9%	3%	6%
CCC(=O)Oc1oc(-c2ccccc2)nc1C=Nc1ccccc1OC	?	5%	?
COc1cccc(CNC(=O)c2c(OC)cc(=O)n3c2CCN(C(=O)c2ccc(C)nc2)CC3)c1	8%	.	6%
COc1ccc(OC)c2c(N)c(C#N)c(C(F)(F)C(F)(F)F)nc12	-1%	3%	3%
CCC(=O)N1CCN=C1SCc1ccccc1Cl	-26%	-1%	4%
